# UDG counter: counter-screen for AID inhibitors: uracil-DNA glycosylase inhibition; 91,000 compounds, 0.14% hits; Potency, µM (series often up to 115 µM), inactives show at the top dose activity change, negative = inhibition, actives largely listed as inhibitors; FRET deamination/UDG coupled assay, UDG read, 4 h; further: nearly all actives have a fitted effect of over 65% in size
# AID inh: inhibitors of human activation induced cytidine deaminase. Q9GZX7. AID deamination FRET fluorescence, UDG-coupled, 4 h. Potency, µM (highest dose often 115 µM), without a hit: at the highest dose activity change, negative = inhibition, actives largely listed as inhibitors. 91,000 compounds, 0.32% hits; further: nearly all actives have a fitted effect of over 25% in size
# Target sequence (Q9GZX7 whole entry, looked up): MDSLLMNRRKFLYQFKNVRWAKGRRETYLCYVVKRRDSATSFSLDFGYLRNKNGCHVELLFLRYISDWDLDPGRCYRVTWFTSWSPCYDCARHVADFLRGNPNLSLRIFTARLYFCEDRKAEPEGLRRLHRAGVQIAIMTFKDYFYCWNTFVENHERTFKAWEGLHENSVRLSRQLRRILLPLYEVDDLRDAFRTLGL
# An asterisk follows results filed as active; u = inconclusive; [ ] = dose if it differs, or a comment. The call rests on the fitted dose curve; in most records, active means well fitted curve in the direction sought with a large enough effect; inconclusive means small, poorly fitted or top-dose-only effect, or another doubt; inactive means no such curve, though single readings can be large; an effect the other way counts as inactive or inconclusive. On the % scale 0 is the no-effect control and ±100 the full control effect; potency means the concentration at half of the fitted maximal effect.
SMILES,UDG counter,AID inh
CC(=O)c1ccc(NC(=O)C2(c3ccc(C)cc3)CCCC2)cc1,-5%,-12%
Fc1ccc(OCc2nc(CSc3ncc(-c4ccc(F)cc4)o3)cs2)cc1,3%,4%
COc1ccc(C(=O)c2oc3cc(NC(=O)C(C)C)ccc3c2C)cc1OC,-9%,-8%
CCc1c(C)nc2c(Br)cccc2c1Cl,-3%,-3%
CC(=O)NC(Cc1c[nH]c2ccccc12)C(=O)N1CCN(S(=O)(=O)c2ccc(Cl)cc2)CC1 (stereo not given),-4%,2%
O=C(COc1ccc(Cl)cc1)Nc1ccc(-c2nc3ccccc3s2)c(O)c1,-15%,-4%
O=c1[nH]c(=O)n(Cc2ccccc2)c2nc(-c3cccc(F)c3)n(CC3CCCO3)c12 (stereo not given),-3%,-4%
O=C(O)COc1ccc(/C=C/c2nc3ccccc3c(=O)n2-c2ccc(C(=O)O)cc2)cc1,0%,7%
COc1cc(C2C(C#N)=C(N)Oc3n[nH]c(C)c32)ccc1OCc1c(F)cccc1Cl (stereo not given),1%,0%
COc1ccc(C2C=C(c3ccc(Cl)c(Cl)c3)Nc3ncnn32)cc1 (stereo not given),35%[activator],8%
O=C(CN1C(=O)COc2ccc(S(=O)(=O)N3CCOCC3)cc21)N1CCCCC1,-7%,-5%
Cc1ccc(/C=N/NC(=O)c2ccc(Cl)cc2)s1,2%,-1%
O=C(CCc1ncc(-c2c(F)cccc2F)o1)Nc1ccc(F)c(F)c1F,-3%,-5%
CN(Cc1ccccc1)C(=O)C1CCN(S(=O)(=O)c2ccc3c(c2)oc(=O)n3C)CC1,-5%,-15%
CN1CCN(CCCN2c3ccccc3Sc3ccc(Cl)cc32)CC1,0%,u
CCOc1ccc(-c2nc3c(c(SCC(=O)Nc4ccccc4C)n2)Cc2ccccc2O3)cc1,-9%,21%
CCC(=O)N1CCc2cc(Br)cc(S(=O)(=O)NCCc3ccc(C)cc3)c21,13%[57.5 µM],18%
CCOC(=O)c1ccccc1NC(=O)Cn1ncc2c([nH]c3ccccc32)c1=O,7%[57.5 µM],1%
COc1ccc(OC)c(NC(=O)CSc2n[nH]c(-c3ccccc3Cl)n2)c1,2%,22%
CC(=O)N1CCCC1c1nc2ccccc2n1Cc1ccccc1F (stereo not given),8%,-16%
Cc1cccc(C(=O)Nc2ccc(NC(=O)c3ccco3)cc2O)c1,-7%,-7%
CCOc1ccc(NS(=O)(=O)c2ccc3[nH]cc(C(=O)N(C)Cc4ccccc4)c(=O)c3c2)cc1,-17%[57.5 µM],u
CC(C)COc1ccc(C(=O)Nc2cccc3cccnc23)cc1,-17%,u
COc1cc2nc(SCc3cccc(Cl)c3)n3nc(CCn4nc(C)cc4C)nc3c2cc1OC,-10%,-18%
CC(C)c1ccc2sc3ccccc3c(=O)c2c1,-18%,-19%
C=CCOC(=O)C(C#N)c1nc2ccccc2nc1N1CCC(Cc2ccccc2)CC1 (stereo not given),0%,-9%
Cc1ccc(NC(=O)CN2C(=O)C(c3ccc(C(C)(C)C)cc3)=NC2(C)C)cc1,-5%,5%
COc1ccccc1NC(=O)Cn1c(=O)n(Cc2ccco2)c(=O)c2oc3ccccc3c21,3%,3%
O=C(Nc1ccccc1C(F)(F)F)N1Cc2ccccc2Oc2ncccc21,3%,-22%
CCCNCC(O)COc1ccccc1C(=O)CCc1ccccc1 (stereo not given),6%,1%
CC(=O)N1CCCC1c1nc2ccccc2n1Cc1ccccc1 (stereo not given),u,-14%
O=C(O)c1ccc(-c2ccc(CNCc3ccccc3)o2)cc1,1%,3%
COc1ccc(CNC(=O)c2cnc3sc(N4CCOCC4)nn3c2=O)cc1,1%,12%
CC1CN(C(=O)N2CCC(C(=O)N3CCN(c4ccccc4)CC3)CC2)c2cc(Cl)ccc2O1 (stereo not given),-11%,u
CCn1c(CN2CCOCC2)nnc1SCC(=O)c1cc(C)n(CC)c1C,5%,9%
O=C(CCn1nnc2ccccc21)OCC(=O)c1cccc(Br)c1,32%[activator],-4%
CC(C)(C)C1CCc2c(sc(NC(=O)c3ccccc3F)c2C(=O)N2CCCCC2)C1 (stereo not given),8%,14%
CCCN1CCN(CCCNC(=O)Cn2c(-c3cccs3)cc3cc(Cl)ccc32)CC1,1%,-8%
Cc1cc(OCC(=O)NCc2ccc(-c3nc4ncccc4o3)cc2)ccc1Cl,1%,-11%
O=C(COc1cccc(Br)c1)OCc1coc(-c2ccccc2)n1,-9%,-1%
COc1ccc(CCNC(=O)c2ccc(Cn3c(SCc4ccccc4)nc4cccnc43)cc2)cc1,-15%,-20%
O=C(/C=C/c1ccc(-c2ccc(F)cc2)o1)N(C1CCCCC1)C1CCCCC1,-5%,-6%
CC(C)c1ccc(CNc2nc(-c3ccco3)nn2S(=O)(=O)c2ccc(F)cc2)cc1,3%,0%
CCC1(c2ccccc2)NC(=O)N(Cc2coc(-c3cccs3)n2)C1=O (stereo not given),0%,-3%
O=C(/C(C=Nc1ccccc1F)=C(/O)c1ccco1)C(F)(F)F,4%,0%
Cc1ccc(NC(=O)c2ccccc2Br)c(C(=O)c2ccccc2)c1,-15%,u
O=C(Nc1ccc(F)cc1F)c1cc(CN2CCOCC2)on1,7%,10%
Cc1cccc(NC(=O)c2csc3c2CCCC3)c1C,-9%,-3%
CCOC(=O)C1=C(CN(C)Cc2ccccc2C)NC(=O)NC1c1ccc(Cl)cc1 (stereo not given),-7%,-29%
CCCCNS(=O)(=O)c1ccc(C)c(-c2nnc3c4ccccc4c(C)nn23)c1,1%,3%
CCOC(=O)c1cnc2ccc(C)cc2c1Nc1ccc(N(CC)CC)cc1,-15%,u
COc1cccc2c1cc1c(=O)n(CC(=O)NCc3ccc(C)o3)nc(C)n12,-2%,6%
Cc1cc(C)cc(NC(=O)CSc2nc3c(cnn3-c3ccc(F)cc3)c(=O)[nH]2)c1,-7%,13%
CCn1c(=O)c(C(=O)Nc2ccc(C(C)=O)cc2)nc2ccccc21,-13%,17%
COc1ccccc1CNC(=O)CCC1N=C2c3ccccc3N=C(SCC(N)=O)N2C1=O (stereo not given),u,u
COc1cc(NC(=O)CCn2nc(C)cc2C)cc(OC)c1OC,3%,-12%
CCc1ccc(C(=O)COC(=O)C(Cc2c[nH]c3ccccc23)NC(=O)c2ccc(CC)cc2)cc1 (stereo not given),11%,46%[activator]
CCCCc1c(C)nn(-c2nc(CC(=O)Nc3cccc(C(C)=O)c3)cs2)c1C,-8%,-14%
Cc1c(Cl)cccc1NC(=O)CSc1ncccc1C(=O)Oc1ccccc1Cl,0%,14%
Cc1ccccc1Cn1c(C(=O)O)c(CNCc2cccc(F)c2)c2ccccc21,31%[activator],0%
# The results go on:
SMILES,UDG counter,AID inh
COc1ccc(NC(=O)Cn2c(SCc3ccc(C)cc3)nc3cccnc32)cc1OC,3%[57.5 µM],-11%
Cc1ccccc1Cn1cc(S(=O)(=O)c2ccc(F)cc2)c(=O)c2cc3c(cc21)OCO3,-16%,-27%
CCOC(=O)c1c(C)[nH]c(C(=O)C(C)N(C)Cc2ccccc2)c1C (stereo not given),-3%,-16%
C=C(C)CN1CCN(c2nc3c(c(=O)[nH]c(=O)n3C)n2Cc2ccc(F)cc2)CC1,-12%,-10%
Cc1ccn2c(=O)cc(COc3ccc(NC(=O)COc4ccc(Cl)cc4)cc3)nc2c1,16%,-2%
Cc1nccc(-c2cccc(NC(=O)c3cccc[n+]3[O-])c2)n1,1%,-2%
CCCCNC(=O)c1ccc2c(c1)N=C(CC)c1ccccc1S2,-2%,u
CN(CCOC(=O)c1cccc(Br)c1)C(C)(C)C,-3%,-7%
COc1ccccc1-c1cc(C(=O)NCc2ccccc2)c2c(-c3ccc(C)cc3)[nH]nc2n1,40%[activator],-18%
COc1ccc(NC(=O)CCCn2c(=O)c3cccn3c3ccccc32)c(OC)c1,-1%[57.5 µM],u
CCNCc1ccc(C)o1,10%,3%
O=C(NC1CCCCCCC1)c1ccc2ncsc2c1,2%,-10%
Cc1ccc(NCCC(=O)O)cc1,-12%,3%
CNC(=O)C(C)Sc1nc2ccc(F)cc2c(=O)[nH]1 (stereo not given),-3%,1%
O=C(CSc1nc(Cl)nc2nc[nH]c12)Nc1ccc(Cl)cc1,0%,-6%
CC(C)OCCCNC(=O)CC1CCCC1,-1%,5%
CC1CCN(c2nn3c(=O)c(C(=O)NCc4ccc(Cl)cc4)cnc3s2)CC1,-15%,9%
Cc1ccc(S(=O)(=O)N(Cc2cc3cccc(C)c3[nH]c2=O)CC2CCCO2)cc1 (stereo not given),9%,-2%
Cc1ccc(C)c(NC(=O)N2CCN3CCCCC3C2)c1 (stereo not given),-3%,-1%
O=C(COC(=O)CCC(=O)c1ccc(F)cc1)Nc1ccccc1-c1ccccc1,2%,0%
NC(=O)COC(=O)c1cc(-c2ccccc2)nc2ccccc12,-4%,-7%
Cc1ccnc(Nc2nc(-c3ccc(F)c(C)c3)cs2)c1,-8%,-11%
CCN(CC(=O)Nc1ccc2c(c1)OCCO2)Cc1cc(=O)oc2cc(C)c(C)cc12,3%,-8%
O=C(NC1CC1)C1CCCN1S(=O)(=O)c1ccc(Br)s1 (stereo not given),4%,-4%
COc1ccc(-c2nc3n(n2)C(=O)CC(c2ccc(Cl)cc2)S3)cc1 (stereo not given),-6%,1%
COc1ccc(NC(=O)C2=C(C)Nc3c(C(=O)Nc4ccc(C)cc4)cnn3C2c2cccc(Cl)c2)cc1 (stereo not given),7%,9%
Fc1ccc(F)c(Nc2c3c(nc4ccc(Cl)cc24)CCC3)c1,-19%,u
COc1cccc(NC(=O)c2oc3ccccc3c2NC(=O)COc2ccccc2C)c1,-3%,4%
CCCN1C(C(=O)c2ccccc2)=C(OC(=O)C(C)(C)C)c2ccccc2S1(=O)=O,8%,5%
Cc1oc2cc(OCc3ccccc3)ccc2c(=O)c1-c1ccc2c(c1)OCCCO2,-7%,-12%
COc1ccc(-c2cn3c(n2)sc2cc(C(=O)NCCCc4ccccc4)ccc23)cc1,4%[57.5 µM],16%
O=S(=O)(c1c(Cl)cccc1Cl)N1CCNCC1,1%,2%
CCc1ccc(-c2nn(C)c(=O)c3c2CCCC3)cc1S(=O)(=O)Nc1ccccc1,-5%,-7%
COc1ccc(OC)c(NC(=O)c2cc3c(n(-c4ccc(Cl)cc4)c2=O)CC(C)(C)CC3=O)c1,7%,7%
Cc1ccc(/C=C/c2onc(C)c2S(=O)(=O)N2CCC(C(=O)N3CCN(c4ccccc4F)CC3)CC2)cc1,3%,7%
Cc1ccc2c(=O)cc(C(=O)Nc3ccc(S(=O)(=O)N4CCCCC4)cc3)oc2c1C,u,u
CCOc1ccc(Nc2cc(C(=O)N3CCOCC3)c3ccccc3n2)cc1,-18%,-4%
O=C(O)CSCSCC(=O)O,-4%,1%
CC(NC(=O)/C(=C/c1ccccc1)NC(=O)c1ccc(Br)o1)C(=O)O (stereo not given),-5%,5%
CCn1c2ccccc2c2cc(CN3CCN(Cc4ccc(Cl)cc4)CC3)ccc21,-12%,-1%
COC(=O)c1c(C)sc2c1OC(N)=C(C#N)C21C(=O)N(Cc2ccc(F)cc2)c2ccccc21 (stereo not given),-3%,13%
N#CC1=C(N)OC2=C(C(=O)CCC2)C1c1ccc(C#N)cc1 (stereo not given),0%,2%
CCOC(=O)c1c(C)[nH]c(C)c1S(=O)(=O)N1CCCC(C(=O)N2CCN(c3cccc(C)c3C)CC2)C1 (stereo not given),-14%,-15%
COC(=O)c1cc2sc(Cl)cc2n1CC(=O)Nc1cc(C)cc(C)c1,0%,-2%
COc1cc(C(=O)Nc2nonc2-c2ccc(C)c(C)c2)cc(OC)c1OC,5%,14%
COc1ccccc1NC(=O)CSC1=Nc2ccccc2C2=NC(CCC(=O)NCCc3ccccc3)C(=O)N12 (stereo not given),17%,7%
O=C(C1CCN(S(=O)(=O)Cc2ccccc2)CC1)N1CCN(c2ccc(F)cc2)CC1,-2%,-8%
Cc1cc(C)cc(Nc2nc3ccccc3n3cnnc23)c1,-1%,34%[activator]
CC(C)c1ccc(-c2csc(Nc3ccc(C(=O)O)c(O)c3)n2)cc1,9%,u

# Compounds shown so far that have an NH in an aromatic ring, in the order listed:
SMILES,UDG counter,AID inh
CC(=O)NC(Cc1c[nH]c2ccccc12)C(=O)N1CCN(S(=O)(=O)c2ccc(Cl)cc2)CC1 (stereo not given),-4%,2%
O=c1[nH]c(=O)n(Cc2ccccc2)c2nc(-c3cccc(F)c3)n(CC3CCCO3)c12 (stereo not given),-3%,-4%
COc1cc(C2C(C#N)=C(N)Oc3n[nH]c(C)c32)ccc1OCc1c(F)cccc1Cl (stereo not given),1%,0%
CCOC(=O)c1ccccc1NC(=O)Cn1ncc2c([nH]c3ccccc32)c1=O,7%[57.5 µM],1%
COc1ccc(OC)c(NC(=O)CSc2n[nH]c(-c3ccccc3Cl)n2)c1,2%,22%
CCOc1ccc(NS(=O)(=O)c2ccc3[nH]cc(C(=O)N(C)Cc4ccccc4)c(=O)c3c2)cc1,-17%[57.5 µM],u
Cc1cc(C)cc(NC(=O)CSc2nc3c(cnn3-c3ccc(F)cc3)c(=O)[nH]2)c1,-7%,13%
CCc1ccc(C(=O)COC(=O)C(Cc2c[nH]c3ccccc23)NC(=O)c2ccc(CC)cc2)cc1 (stereo not given),11%,46%[activator]
CCOC(=O)c1c(C)[nH]c(C(=O)C(C)N(C)Cc2ccccc2)c1C (stereo not given),-3%,-16%
C=C(C)CN1CCN(c2nc3c(c(=O)[nH]c(=O)n3C)n2Cc2ccc(F)cc2)CC1,-12%,-10%
COc1ccccc1-c1cc(C(=O)NCc2ccccc2)c2c(-c3ccc(C)cc3)[nH]nc2n1,40%[activator],-18%
CNC(=O)C(C)Sc1nc2ccc(F)cc2c(=O)[nH]1 (stereo not given),-3%,1%
O=C(CSc1nc(Cl)nc2nc[nH]c12)Nc1ccc(Cl)cc1,0%,-6%
Cc1ccc(S(=O)(=O)N(Cc2cc3cccc(C)c3[nH]c2=O)CC2CCCO2)cc1 (stereo not given),9%,-2%
CCOC(=O)c1c(C)[nH]c(C)c1S(=O)(=O)N1CCCC(C(=O)N2CCN(c3cccc(C)c3C)CC2)C1 (stereo not given),-14%,-15%

# These rows are one share of the data; count on the stated rates, not on these rows.
